MrgX1 ag: agonists of human MrgX1 receptor, primary screen, HEK293 cells, Fluo-4 calcium flux; Mas-related G-protein coupled receptor member X1 (Homo sapiens), Q96LB2; Fluo-4 calcium fluorescence, agonist mode; stronger effect = higher value; B-score at 10 µM; 310,000 compounds, 0.44% hits; AID 588627, 2011;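 active means calcium response B-score plate-corrected fluorescence ratio at least 3 library SD, with starting fluorescence B-score inside 5 SD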
Target sequence (Q96LB2 whole entry, looked up): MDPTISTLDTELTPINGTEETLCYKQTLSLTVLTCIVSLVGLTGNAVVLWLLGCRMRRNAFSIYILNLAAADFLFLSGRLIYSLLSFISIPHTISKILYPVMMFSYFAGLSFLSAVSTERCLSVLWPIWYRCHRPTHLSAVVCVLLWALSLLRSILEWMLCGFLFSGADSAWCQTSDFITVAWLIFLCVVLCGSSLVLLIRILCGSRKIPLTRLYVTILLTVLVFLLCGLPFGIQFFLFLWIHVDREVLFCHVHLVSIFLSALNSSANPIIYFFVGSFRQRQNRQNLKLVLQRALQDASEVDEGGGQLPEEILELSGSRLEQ
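Material – MrgX1-expressing HEK293 cells · Input – 15,000 cells seeded per well · Dosing – compound as first of three additions · Times – overnight seeding, then 1 h dark dye loading · Measured by – kinetic Fluo-4 NW fluorescence of intracellular calcium · Read-out – B-scored fluorescence response ratio · Benchmarks – positive and negative control wells on each plate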
TRPC6 inh: mouse TRPC6 channel inhibitors, primary screen, cell-based, HEK293, membrane potential dye; Short transient receptor potential channel 6 (Mus musculus), Q61143; ACh-evoked depolarization; stronger effect = lower value; B-score at 10 µM; 310,000 compounds, 1.1% hits; AID 2553, 2010;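 active means B-score under library mean minus 3 SD, initial fluorescence not abnormally high, positive integrated signal ratio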;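 further: B-score derived from integrated fluorescence ratio over the kinetic read; more negative B-score means stronger inhibition of depolarization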
MrgX1 PAM: positive allosteric modulators of MrgX1, primary screen, HEK293 cells, Fluo-4 calcium flux; Mas-related G-protein coupled receptor member X1 (Homo sapiens), Q96LB2; FDSS; stronger effect = higher value; B-score at 10 µM; 310,000 compounds, 0.63% hits;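 active means plate-corrected calcium response at least 3 library SD above typical, normal starting fluorescence, not activating the receptor alone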;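 further: compound read alongside a low EC10 to EC30 dose of BAM8-22 agonist; peak minus trough fluorescence over baseline measured at the second addition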
ANO1 activ: TMEM16A chloride channel activators or potentiators, primary screen, cell-based, HTS; AID 623877, 2012; HEK293 TMEM16A/YFP-H148Q/I152L, iodide quench fluorescence; stronger effect = lower value; Anoctamin-1 (Mus musculus), Q8BHY3; B-score at 10 µM; 340,000 compounds, 0.3% hits;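 active means fluorescence-ratio B-score plate-corrected deviation score at least 3 library SD below zero, with starting fluorescence score within 5 deviations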;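 further: channel opened by trigger with iodide after compound preincubation; score built on the fluorescence ratio of max minus min over baseline; more negative score means more quench and so TMEM16A activation or potentiation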
MrgX1 antagonist: antagonists of human MrgX1 receptor, primary screen, HEK293 cells, Fluo-4 calcium flux; BAM8-22 antagonism; stronger effect = lower value; B-score at 10 µM; 310,000 compounds, 1.3% hits; AID 588676, 2011;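 active means calcium-response B-score plate-corrected more than 3 library SD below zero, starting fluorescence within 5 deviations, no agonist response on first addition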;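 further: peak minus trough fluorescence over baseline after final BAM8-22 challenge near maximal dose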
TRPC4 act: activators of mouse TRPC4 channel, primary screen, Fluo4 calcium, HEK293 TRPC4beta/mu-opioid cells; Short transient receptor potential channel 4 (Mus musculus), Q9QUQ5; Fluo4 calcium fluorescence; stronger effect = higher value; B-score at 10 µM; 310,000 compounds, 0.49% hits; AID 2237, 2010;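 active means B-score above 5 SD of library B-scores, and initial fluorescence ratio not above library mean plus 5 SD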;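 further: positive B-score marks a calcium rise read as TRPC4 activation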
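Assay system: HEK293 cells stably co-expressing mouse TRPC4beta and mu-opioid receptor / Timing: Fluo4 dye loading 45 min at room temperature, 110 s recording / Signal: Fluo4 calcium-sensitive dye fluorescence, kinetic, 1 Hz baseline / Read-out: integrated baseline-normalised fluorescence ratio, converted to per-well B score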
TRPC4 PAM: positive allosteric modulators of TRPC4, primary screen, cell-based, mouse TRPC4beta, HEK293 mu-opioid, Fluo-4 calcium. 310,000 compounds, 0.42% hits. Short transient receptor potential channel 4 (Mus musculus), Q9QUQ5. DAMGO EC20, Fluo-4 Ca2+ flux; stronger effect = higher value. B-score at 10 µM;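 active means B-score of calcium response area above 5 SD of library B-scores, with initial fluorescence ratio within 5 SD of library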;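 further: B-score of integrated fluorescence ratio over time as area under calcium response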
RGS4 inh: RGS4 inhibitors, primary screen, cell-based, HEK293 M3R inducible RGS4, calcium flux; B-score at 10 µM; 310,000 compounds, 0.45% hits; Fluo-4 calcium flux; stronger effect = higher value; triggered by carbachol at its EC20;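 active means B-score, a plate-corrected calcium signal, over three deviations above library mean, with baseline fluorescence within five deviations of library mean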;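 further: RGS4 expression induced by doxycycline in cells with stable M3 receptor; B-score is computed from the integrated fluorescence ratio over baseline after carbachol; higher B-score means a larger calcium signal and so more RGS4 inhibition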
Target sequence (P49798 whole entry, looked up): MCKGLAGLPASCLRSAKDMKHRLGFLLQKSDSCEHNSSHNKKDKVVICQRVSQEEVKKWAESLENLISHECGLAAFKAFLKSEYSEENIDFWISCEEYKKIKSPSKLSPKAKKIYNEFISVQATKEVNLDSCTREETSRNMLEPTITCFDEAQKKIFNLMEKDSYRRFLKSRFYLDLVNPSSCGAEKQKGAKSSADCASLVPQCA
TRPC4 block: inhibitors of mouse TRPC4 channel, primary screen, Fluo4 calcium, HEK293 TRPC4beta/mu-opioid cells; 300,000 compounds, 0.39% hits; DAMGO-evoked Fluo4 calcium flux; stronger effect = lower value; AID 2247, 2010; B-score at 10 µM;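 active means B-score over 3 SD under the library average, no early fluorescence shift, positive overall ratio signal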
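Assay system: TRPC4beta/mu-opioid receptor HEK293 cell line; compound dosing: single concentration per test compound; detection: Fluo4 Ca2+ flux fluorescence; evaluation: per-well B score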
TRPC6 activator: mouse TRPC6 channel activators, primary screen, cell-based, HEK293, membrane potential dye. AID 2550, 2010. B-score at 10 µM. HEK293-TRPC6 membrane potential dye fluorescence; stronger effect = higher value. 310,000 compounds, 0.13% hits. Short transient receptor potential channel 6 (Mus musculus), Q61143;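 active means B-score of the integrated fluorescence ratio above library mean plus 3 SD, and starting fluorescence ratio within library mean plus 5 SD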;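 further: higher score means more depolarization so channel activation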
TMEM16A inh: TMEM16A chloride channel inhibitors, primary screen, cell-based, HTS; Anoctamin-1 (Mus musculus), Q8BHY3; HEK293 TMEM16A/YFP iodide influx fluorescence, ionomycin; normalized B-score (activity score, 25-100; higher = stronger inhibition) at 10 µM; 310,000 compounds, 1.2% hits; AID 588511, 2011;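 active means ratio plate-corrected score three or more library SD toward inhibition, starting fluorescence score within five deviations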;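 further: score derived from kinetic fluorescence span divided by baseline fluorescence per well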
Active calls of the source: *; i = inactive; nt = no result given.

SMILES	MrgX1 ag	TRPC6 inh	MrgX1 PAM	ANO1 activ	MrgX1 antagonist	TRPC4 act	TRPC4 PAM	RGS4 inh	TRPC4 block	TRPC6 activator	TMEM16A inh
CCCCS(=O)(=O)c1sc2nc3c(cc2c1N)CCCC3	i	i	i	i	i	i	i	i	i	i	i
C/[N+]([O-])=C\c1cccc(OCCN2CCN(c3ncc(C(F)(F)F)cc3Cl)CC2)c1	i	i	i	i	i	i	12*	i	i	i	i
Cc1csc(NC(=O)c2c(O)c3c(n(CC(C)C)c2=O)CCCC3)n1	i	i	i	i	i	i	i	i	i	i	i
CC(=O)c1cccc(NC(=O)CN(C)S(=O)(=O)c2cccc3nsnc23)c1	i	i	i	i	i	i	i	i	i	i	i
COc1ccc(-c2sc(Nc3ccccc3)n[n+]2-c2ccc(F)cc2)c(OC)c1OC	i	i	i	i	i	i	i	i	i	i	i
CCN(CC)c1ccc(NC(=O)C(C)C)cc1	i	i	i	i	i	i	i	i	i	i	i
O=C(OCC(=O)N1CCOCC1)c1ccccc1Cc1ccccc1	i	i	i	i	i	i	i	i	i	i	i
COc1cccc(N2CCN(C(=O)CN(C)S(=O)(=O)c3ccc4c(c3)CCC(=O)N4)CC2)c1	i	nt	i	i	i	nt	nt	nt	nt	nt	i
Cc1noc(NS(=O)(=O)c2ccc(NC(=O)c3cnc4scc(C)n4c3=O)cc2)c1C	i	i	i	i	i	i	i	i	i	i	i
CCN(C(=O)CSc1nnc(C)n1-c1ccccc1)C1CCS(=O)(=O)C1 (configuration not stated)	i	i	i	i	i	i	i	i	i	i	i
CCC(CC)NC(=O)c1n[nH]c(=O)c2ccccc12	i	i	i	i	i	i	i	i	i	i	i
Cc1ccc(-n2c(C)cc(/C=N/NC(=O)CC3(C)OCCO3)c2C)c(C)c1	i	i	i	i	i	i	i	i	i	i	i
Cc1cc(NC(=O)COC(=O)c2cc(S(=O)(=O)N(C)c3ccccc3)ccc2Cl)no1	i	i	i	i	i	i	i	i	i	i	i
COC(=O)c1cc(C(=O)c2cc(Br)ccc2O)coc1=N	i	i	i	i	i	i	i	i	i	i	i
CCC(C)NC(=O)CNC(=O)c1nn(-c2ccc(OC)c(Cl)c2)c(=O)c2ccccc12 (configuration not stated)	i	i	i	i	i	i	i	i	i	i	i
CCCCNC(=S)NCCN1CCCCC1	i	i	i	i	i	i	i	i	i	i	i
COc1ccc(CCNC(=O)c2cc(S(=O)(=O)N3CCCCC3)c[nH]2)cc1OC	i	i	i	i	i	i	i	i	i	i	i
O=C(c1cc2ccccc2o1)N1CCN(c2cccc(Cl)c2)CC1	i	i	i	i	i	i	i	i	i	i	i
O=C(O)CCCCCNC(=O)c1ccccc1Br	i	i	i	i	i	i	i	i	i	i	i
COc1ccc(S(=O)(=O)NC(C)C(=O)Nc2ccccc2F)cc1 (configuration not stated)	i	i	i	i	i	i	i	i	i	i	i
Cc1nc2sccn2c1-c1csc(NCc2ccccc2)n1	i	i	i	i	i	i	i	i	i	i	25*
Cc1cc(OCC(=O)c2cccc(C(F)(F)F)c2)n2cnnc2n1	i	i	i	i	i	i	i	i	i	i	i
COc1cc(C2C(C(=O)c3ccc(C)o3)=C(O)C(=O)N2CCN2CCOCC2)ccc1OCCC(C)C (configuration not stated)	nt	i	nt	i	nt	i	i	i	i	i	nt
COCCn1c(=O)[nH]c2cc(C(=O)NCc3ccccc3)ccc2c1=O	i	i	i	i	i	i	i	i	i	i	i
Cn1c(NC(=O)c2cc(Cl)ccc2Cl)cc(=O)n(C)c1=O	i	i	i	i	i	i	i	i	i	i	i
SMILES	MrgX1 ag	TRPC6 inh	MrgX1 PAM	ANO1 activ	MrgX1 antagonist	TRPC4 act	TRPC4 PAM	RGS4 inh	TRPC4 block	TRPC6 activator	TMEM16A inh
CCOC(=O)c1sc(=NC(=O)c2ccc(OC)c(OC)c2)n(C)c1C	i	i	i	i	i	i	i	i	i	i	i
O=C1C2ON(c3ccccc3)C(c3ccncc3)C2C(=O)N1c1ccc(Br)cc1 (configuration not stated)	i	i	i	i	i	i	i	i	i	i	i
CCOC(=O)C(C)N1C(=O)S/C(=C/c2cc(C)n(-c3ccccn3)c2C)C1=O (configuration not stated)	i	i	i	i	i	i	i	i	i	i	i
Cc1cc([N+](=O)[O-])ccc1N1C(=O)c2ccc(C(=O)Nc3ccccc3C(=O)O)cc2C1=O	i	i	i	i	i	i	i	i	i	i	i
O=C(N1CCN(c2ccccn2)CC1)C(Cl)(Cl)Cl	i	i	i	i	i	i	i	i	i	i	i
CCOc1ccc(-n2cnnn2)cc1S(=O)(=O)NCCc1ccc(OC)c(OC)c1	i	i	i	i	i	i	i	i	i	i	i
COc1ccc(CCNC(=O)c2cc3sc(Cl)cc3n2C)cc1OC	i	i	i	i	i	i	i	i	i	i	i
COc1cc(-n2nnnc2SC)c(OC)cc1Cl	i	i	i	i	i	i	i	i	i	i	i
Brc1ccc2c(c1)OCCOCCOc1cc(Br)ccc1OCCOCCOCCO2	i	i	i	i	i	i	i	i	i	i	100*
Cn1nnnc1SCCNCc1ccccc1OCc1ccc(F)cc1	i	i	i	i	i	i	i	i	i	i	i
CC1CN(CC(O)COc2ccc(C(=O)c3ccccc3)cc2)CC(C)O1 (configuration not stated)	i	i	i	i	i	i	i	i	i	i	i
Cc1ccc(-n2ncc(Cl)c2C(=O)NCc2ccccc2)cc1	i	i	i	i	i	i	i	i	i	i	i
O=C(Cn1c(=O)oc2cc(S(=O)(=O)N3CCCCC3)ccc21)N1CCc2ccccc2C1	i	i	i	i	i	i	i	i	i	i	i
Cc1cc(=O)n(-c2ccc3ccccc3n2)[nH]1	i	i	i	i	i	i	i	i	i	i	i
COc1ccc(CC(NC(C)=O)C(=O)NC2CCN(C(=O)Nc3ccccc3Cl)CC2)cc1OC (configuration not stated)	i	i	i	i	i	i	i	i	i	i	i
CNS(=O)(=O)c1ccc2c(c1)NC(=O)C1CCCN21 (configuration not stated)	i	i	i	i	i	i	i	i	i	i	i
COc1ccc(NC(=O)CN(C)S(=O)(=O)c2ccc(Br)s2)cc1	i	i	i	i	i	i	i	i	i	i	i
CCOC(=O)c1cnn(-c2nc(-c3ccc(C)cc3)cs2)c1C(F)(F)F	i	i	i	i	i	i	i	i	i	i	i
O=C(NCc1ccc(OC(F)(F)F)cc1)c1ccc2c(c1)S(=O)(=O)c1ccccc1C2=O	i	i	i	i	i	i	i	i	i	i	i
Cc1cccc(NC(=O)c2cc(NC(=O)c3ccco3)ccc2N2CCCCC2)c1	i	i	i	i	i	i	i	i	i	i	i
Cc1ccc(S(=O)(=O)NC(=O)COc2ccccc2C)c(C)c1	i	i	i	i	i	i	i	i	i	i	i
CC(Oc1ccccc1)C(=O)NN1Cc2ccccc2C1=N (configuration not stated)	i	i	i	i	i	i	i	i	i	i	i
Oc1c(C(c2cccs2)N2CCC3(CC2)OCCO3)sc2ncnn12 (configuration not stated)	i	i	i	i	i	i	i	i	i	i	i
Cc1cccc2cc(COC(=O)c3ccccc3)c(=O)[nH]c12	i	i	i	i	i	i	i	i	i	i	i
O=c1[nH]c2ccccc2nc1Cc1ccccc1	i	i	i	i	i	i	i	i	i	i	i
SMILES	MrgX1 ag	TRPC6 inh	MrgX1 PAM	ANO1 activ	MrgX1 antagonist	TRPC4 act	TRPC4 PAM	RGS4 inh	TRPC4 block	TRPC6 activator	TMEM16A inh
Nc1nonc1-c1noc(CCCOc2ccc(Cl)cc2Cl)n1	i	i	i	i	i	i	i	i	i	i	i
CCN1CCN(c2cc(C)c3cc(NC(=O)c4ccc(Br)o4)ccc3n2)CC1	i	-5.5*	i	i	i	i	i	i	-6*	i	i
Cc1noc(C)c1COc1ccc(C(=O)OCC(=O)NCCN2C(=O)CSC2=O)cc1	i	i	i	i	i	i	i	i	i	i	i
CCOC(=O)C1=NOC(COc2ccccc2C=O)C1 (configuration not stated)	i	i	i	i	i	i	i	i	i	i	i
O=C(CCC(=O)c1cccs1)NCc1cccc(C(F)(F)F)c1	i	i	i	i	i	i	i	i	i	i	i
Cc1cc(C)c2nc(NC(=O)c3ccc4c(=O)n5c(nc4c3)CCCCC5)sc2c1	i	i	i	i	i	i	i	i	i	i	i
CC(C)(C)OC(=O)[C@H](Cc1ccccc1)NC(=O)c1[nH]cnc1C(=O)Nc1cccc(Cl)c1	i	i	i	i	i	i	i	i	nt	i	i
CC(CNCc1ccc2c(c1)OCO2)NCc1ccc2c(c1)OCO2 (configuration not stated)	i	i	i	i	i	i	i	i	i	i	i
CC(C)c1ccc(C2CC(=O)N3CN(C)CSC3=C2C#N)cc1 (configuration not stated)	i	i	i	i	i	i	i	i	i	i	i
Cc1cccc(C)c1NC(=O)CCCCCNS(=O)(=O)c1ccccc1	i	i	i	i	i	i	i	i	i	i	i
CCOC(=O)N1CCN(C(=O)c2ccccc2NC(=O)c2ccc(F)cc2)CC1	i	i	i	i	i	i	i	i	i	i	i
COCCN1C(=O)/C(=C/c2cc3c(cc2Br)OCO3)NC1=S	i	i	i	i	i	i	i	i	i	i	i
Cc1cc(C)c(C(=O)C(C)OC(=O)C2=COCCO2)cc1C (configuration not stated)	i	i	7.6*	i	i	i	i	i	i	i	i
Cc1cc(C)c(Nc2ncccc2C(=O)O)c(C)c1	i	i	i	i	i	i	i	i	i	i	i
CC(=O)COc1cc2c(-c3cc4ccccc4o3)cc(=O)oc2cc1C	i	i	i	i	i	i	i	i	i	i	i
